FBW7 act = human FBW7 E3 ligase activation, primary screen; AID 1259310; AlphaScreen FBW7–phospho-cyclin E peptide binding, activator screen; normalized activity (activation), % at 26.1 µM; actives 0.13% (n = 650,000); Q969H0; in the data active = normalized activity above about 1.9%;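 note: purified mutant Fbw7 with reduced substrate affinity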
Target sequence (Q969H0 whole entry, looked up): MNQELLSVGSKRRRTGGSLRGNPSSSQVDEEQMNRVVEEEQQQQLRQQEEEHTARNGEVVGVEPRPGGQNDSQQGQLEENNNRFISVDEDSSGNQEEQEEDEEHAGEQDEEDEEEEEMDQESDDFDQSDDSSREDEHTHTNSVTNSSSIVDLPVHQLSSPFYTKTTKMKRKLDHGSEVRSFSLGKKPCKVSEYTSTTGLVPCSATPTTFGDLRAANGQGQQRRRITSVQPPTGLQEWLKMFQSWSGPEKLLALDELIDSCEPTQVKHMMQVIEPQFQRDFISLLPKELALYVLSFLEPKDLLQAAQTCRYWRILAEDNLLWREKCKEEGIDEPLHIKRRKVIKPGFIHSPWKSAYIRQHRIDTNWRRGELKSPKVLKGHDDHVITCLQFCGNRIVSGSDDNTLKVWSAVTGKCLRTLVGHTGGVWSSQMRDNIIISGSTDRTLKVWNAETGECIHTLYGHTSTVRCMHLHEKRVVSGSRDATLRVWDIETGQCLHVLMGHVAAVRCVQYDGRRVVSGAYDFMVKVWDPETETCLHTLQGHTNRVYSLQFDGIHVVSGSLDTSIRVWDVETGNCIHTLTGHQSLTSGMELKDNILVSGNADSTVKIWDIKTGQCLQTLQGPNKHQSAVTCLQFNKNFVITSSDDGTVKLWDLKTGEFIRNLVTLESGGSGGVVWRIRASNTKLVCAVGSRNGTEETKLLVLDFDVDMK
GPR151 activ = human GPR151 activation; Q8TDV0; PathHunter beta-arrestin GPR151 cells, luminescence; activation, % at 11.2 µM; actives 1% (n = 650,000); in the data active = activation above about 4.9%;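 note: 0% = median of compound wells and 100% = cells with positive control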
Target sequence (Q8TDV0 whole entry, looked up): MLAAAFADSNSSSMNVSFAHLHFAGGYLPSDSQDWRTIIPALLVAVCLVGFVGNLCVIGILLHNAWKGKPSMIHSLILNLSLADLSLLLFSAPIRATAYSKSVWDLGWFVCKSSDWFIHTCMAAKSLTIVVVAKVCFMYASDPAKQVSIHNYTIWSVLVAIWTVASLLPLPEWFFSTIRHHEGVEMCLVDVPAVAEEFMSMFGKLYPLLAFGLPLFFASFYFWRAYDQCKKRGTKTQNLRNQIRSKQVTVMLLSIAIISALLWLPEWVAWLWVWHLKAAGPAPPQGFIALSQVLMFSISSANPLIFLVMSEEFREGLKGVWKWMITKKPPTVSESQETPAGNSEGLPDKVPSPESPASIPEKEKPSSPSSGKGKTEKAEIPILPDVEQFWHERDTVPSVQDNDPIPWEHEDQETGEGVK
TEAD-YAP inh = TEAD-YAP interaction inhibition. actives 1.4% (n = 640,000). AID 1259422. HEK-TIYL cells, TEAD-Gal4/YAP UAS-luciferase luminescence. inhibition, % at 9.12 µM; in the data active = inhibition above about 32%;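 note: 0% = median of test compound wells and 100% = reference inhibitor wells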
MITF inh = human MITF inhibition, primary screen | O75030 | AlphaScreen MITF homodimerization, bead proximity signal | inhibition, % at 2.6 µM | actives 0.91% (n = 650,000) | AID 1259374; in the data active = inhibition above about 50%;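 note: 0% = vehicle wells with protein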
* = called active by the depositor. Compounds were not picked by outcome. Share with any hit: about 3.4%.

SMILES	FBW7 act	GPR151 activ	TEAD-YAP inh	MITF inh
CCOC(=O)C1=C(C)NC2=C(C(=O)CC(C)(C)C2)C1c1cccc(Oc2ccccc2)c1 (stereo not given)	0.2	-1.2	-5	11
COc1ccc(NC(=O)C2C3C=CC4(O3)C2C(=O)N(CCN2CCOCC2)C4C(=O)NC2CCCC(C)C2C)cc1 (stereo not given)	0.3	0.3	-9	-7
CCN1CCCC1CNC(=O)C(=O)NC (stereo not given)	-0.1	1.6	-6	4
Cc1nc(NCCNC(=O)COc2ccccc2)c2c3c(sc2n1)CCCC3	0.1	-0.1	45*	2
O=Cc1sc(=O)[nH]c1-[n+]1ccc(Cc2ccccc2)cc1	-0.6	-0.5	-5	2
CCOC(=O)c1c(C)c(C(=O)NC(C)COC)c(C)n1CC (stereo not given)	-0.1	0.2	-6	-11
O=C(NCc1ccccn1)c1cncc(Br)c1	0.0	-0.5	-6	-8
COc1cc(/C=C/C(=O)Nc2ccc(F)c([N+](=O)[O-])c2)cc(OC)c1OC	0.1	-0.8	4	3
COc1ccccc1C(=O)Nc1cc(C(F)(F)F)ccc1N1CCOCC1	0.1	0.0	-3	16
O=C(O)c1ccc(Cl)c(NC(=O)c2ccccc2Cl)c1	0.3	0.2	1	7
Cc1nc(N2CCN(C(=O)COc3ccccc3)CC2)c2c3c(sc2n1)CC(C)CC3 (stereo not given)	-0.1	-0.1	5	12
Cc1ccoc1C(=O)NCc1occc1C(=O)O	0.0	-1.2	15	57*
O=C1CCC/C(=N/Nc2nc3ccccc3[nH]2)C1	-0.5	-0.2	-1	12
CC(=O)c1cccc(NC(=O)CSc2nnc(-c3cccs3)o2)c1	0.2	0.7	-35	0
COC(=O)C1=C(C(=O)OC)SC(=C2C(=S)C(C)(C)N(C(=O)c3cccc(C)c3)c3ccccc32)S1	-0.2	-1.1	3	10
O=C(NCc1nc2ccccc2[nH]1)c1ccc(OCC(=O)C2CC2)cc1	-0.1	1.9	9	5
Cc1ccc(OCCNc2cc(N3CCOCC3)ccc2[N+](=O)[O-])cc1C	0.1	-0.8	-11	-5
CCC(C)(C(=O)Nc1ccc2c(c1)OCCO2)N(Cc1ccco1)C(=O)c1ccccc1O (stereo not given)	0.0	-1.1	-6	9
O=C(CCc1nnc(Cc2ccc3c(c2)OCO3)o1)NC1Cc2ccccc2C1	0.1	-1.3	7	17
O=C(COc1ccccc1)Nc1ccn(Cc2ccccc2Cl)n1	0.1	-0.2	-4	16
COc1ccc(/C=N/n2cc(-c3ccc(Cl)cc3)nc2N)cc1	0.2	0.0	6	15
Cc1cccc(S(=O)(=O)NCCNS(=O)(=O)c2cccc(C)c2)c1	0.3	-1.3	3	13
O=C(Cn1cccn1)N1CCC(c2[nH]ncc2Cc2ccccc2)CC1	0.0	1.4	14	-6
COc1ccccc1N1CCN(C(=O)c2onc(C)c2Cl)CC1	-0.1	-0.5	-11	1
COc1ccc2sc(NC(=O)c3ccco3)nc2c1	-0.1	-6.9	23	-7
SMILES	FBW7 act	GPR151 activ	TEAD-YAP inh	MITF inh
COc1cccc(C2=CC(c3ccco3)n3ncnc3N2)c1 (stereo not given)	-0.1	-0.4	-4	-7
COC(=O)Nn1cc(C(=O)OC)c2ccccc2c1=O	-0.2	-0.2	6	0
CCOC(=O)CNC(=O)c1nn(-c2ccc(OCC)cc2)c(=O)c2ccccc12	-0.1	0.7	6	5
CC(=O)c1[nH]c2ccc([N+](=O)[O-])cc2c1CCN1C(=O)c2ccccc2C1=O	-0.1	0.2	8	-4
COc1ccccc1CCc1nnc(CCC(=O)NCCCOc2cccnc2)o1	0.3	2.5	-3	-1
COc1ccccc1-c1c(C)nn2c(N3CCOCC3)cc(C)nc12	0.0	-0.5	-1	7
O=C(NCC1CCC2(CCN(Cc3ccc4cccnc4c3)CC2)O1)C1CCCO1 (stereo not given)	1.2	-0.5	9	8
COc1ccc(CCNC(=O)c2ccc3c(c2)NC(=O)C(CSCc2cc(C)ccc2C)N3)cc1OC (stereo not given)	1.1	-0.6	2	3
CCCn1c(C)cc(C(=O)CSc2nnc(-c3ccccc3OC)o2)c1C	0.2	-1.2	-2	10
O=C(NC(c1cccc([N+](=O)[O-])c1)c1cc(Cl)c2cccnc2c1O)c1cccnc1 (stereo not given)	0.2	-1.6	8	12
CC(=O)Nc1cc(-c2ccc(Cl)cc2)nn1Cc1ccccc1	0.6	-0.2	-5	-8
CCOC(=O)c1cnc2c(OC)cccc2c1NCc1ccc(F)cc1	-0.1	-0.7	9	-4
O=C1C2C3c4ccccc4C(c4ccccc43)C2C(=O)N1c1ccc([N+](=O)[O-])cc1 (stereo not given)	0.3	0.6	-3	4
O=C(OCCN1C(=O)c2cccc3c(N4CCOCC4)ccc(c23)C1=O)c1ccc(C(=O)c2ccccc2)cc1	0.2	-0.3	0	-8
CCOC(=O)/C=C(\C)NNc1c(N=O)c(=O)n(C)c(=O)n1C	-0.4	-6.6	4	15
COc1ccccc1/C=C/CN1CCN(Cc2ccc(C)o2)C(CCO)C1 (stereo not given)	-0.1	-2.1	-3	-4
COc1ccccc1CCC(=O)Nc1cnn(CC(=O)N2CCCO2)c1	-0.1	-0.1	4	-1
CCOC(=O)C1=C(c2ccccc2)N=c2s/c(=C/c3cc([N+](=O)[O-])ccc3N3CCN(C)CC3)c(=O)n2C1c1ccc(SC)cc1 (stereo not given)	0.1	-0.9	-8	4
COc1ccc(C)cc1NC(=O)c1cn(-c2ccc(Cl)cc2)c(=O)c2ccccc12	-0.1	2.3	-4	-15
OCCNc1nc(Nc2nccc3ccccc23)nc2c1ncn2-c1ccsc1	-0.1	0.8	58*	0
O=C(CSc1nnc(-c2ccc(F)cc2)c(-c2ccc(F)cc2)n1)NCCC1=CCCCC1	-0.1	-0.4	5	2
Cc1cc2c(cc1C)[n+](C)cn2CC(O)COCC1CC=CCC1 (stereo not given)	0.0	-0.5	10	-1
Cc1nc2ccc(NC(=S)NCCCN3CCOCC3)cc2s1	-0.2	-1.0	-2	-2
CC(C)CN1C(=O)c2ccccc2C(C(=O)NCCCOC(C)C)C1c1cccs1 (stereo not given)	0.0	-0.9	2	-16
COc1cc(NC(=O)CSCC(=O)Nc2ccc(C)cc2)c(OC)cc1Cl	0.1	-1.9	2	3
SMILES	FBW7 act	GPR151 activ	TEAD-YAP inh	MITF inh
Cc1cc(C)c2nc(NNC(=O)COc3ccccc3)sc2c1	0.0	1.8	-26	1
Cc1cc(NC(=O)CSc2nc(=O)cc(N)n2-c2ccccc2)no1	-0.2	-1.7	-5	-9
O=C(NCC(=O)N1CCN(Cc2ccccc2)CC1)C1CCCCC1	0.1	2.4	-24	7
CCC(C)NCCOCCOc1cc(Cl)ccc1Cl (stereo not given)	0.4	-0.5	6	48
CN1CCN(CN2C(=O)NC3(CCCc4ccccc43)C2=O)CC1 (stereo not given)	0.0	0.4	-2	12
Cc1nc2ccccn2c(=O)c1C(=O)NCc1cccc(Br)c1	0.1	-0.7	-6	-17
CCOC(=O)c1ccc(NC(=O)Cc2coc3cc(C)ccc23)cc1	-0.1	3.5	-9	-10
CCOc1ccc(/C=N/NC(=O)C(=O)Nc2ccc(Br)cc2)cc1	-0.1	-0.6	2	-7
COc1ccccc1NC(=O)CSc1ncccc1-c1nc2ccccc2[nH]1	0.0	1.2	7	-4
COc1ccc(C2CC(=O)C3=C(C2)NC(=O)CC3c2cccc(O)c2)cc1OC (stereo not given)	-0.1	0.3	-5	5
O=C(CCn1c(=O)oc2ccccc21)N1CCCCCC1	0.4	-0.1	-12	4
Cc1nc2nc(CN)nn2c(C)c1CCC(=O)Nc1ccc2c(c1)OCCO2	0.2	-1.2	12	6
Cc1ccnn1CCC(=O)N[C@@H](Cn1nc(-c2ccc(F)c(F)c2)ccc1=O)C(C)C	0.1	-0.2	9	5
CC(=O)C1=C(O)C(=O)N(c2ccc(F)cc2)C1c1ccc2c(c1)OCO2 (stereo not given)	0.5	0.1	11	1
Cc1c(C(=O)NCCN(C)c2ccccc2F)sc2ncnc(N3CCOCC3)c12	-0.2	-0.6	-7	1
CCOc1ccccc1/C=C1\NC(=S)N(C)C1=O	-0.2	2.3	9	-6
Cc1cc(C)cc(NC(=O)N2CCCC2C(=O)NC(C)(C)C)c1 (stereo not given)	0.2	0.6	14	22
O=C(Nc1ccc(O)c(-c2nc3ccccc3s2)c1)c1cccc2ccccc12	0.1	3.9	-5	-3
Fc1ccc(N2CCN(c3nc(-c4ccccc4F)nc4ccccc34)CC2)cc1	-0.1	2.0	-1	-4
CCCCN1C=CC(=C2C(=O)c3ccccc3C2=O)C=C1	0.7	-8.1	96*	18
CCOC1=NN(c2ccc([N+](=O)[O-])cc2)C(=O)/C1=C\c1ccc(Cl)cc1Cl	-0.1	0.9	1	4
Cc1ccccc1N/C(SCc1ccc(Cl)cc1)=C(/C#N)C(N)=O	0.0	-0.5	2	1
NNC(=O)CNC(c1ccccc1)c1cc(Cl)ccc1NC(=O)c1ccccc1 (stereo not given)	-0.3	0.6	4	-9
O=C(CSc1nnnn1-c1ccc(F)cc1F)N1CCOCC1	0.3	5.5*	-11	12
Cc1ccc(-n2nc3c(c2NC(=O)c2cc(Br)ccc2Cl)CSC3)cc1	0.0	-0.2	2	-3
SMILES	FBW7 act	GPR151 activ	TEAD-YAP inh	MITF inh
CCOc1cc(C2C3=C(CCCC3=O)NC3=C2C(=O)CCC3)cc(Cl)c1OCc1ccccc1F	-0.1	-0.1	5	-8
O=C(NCc1cccc(F)c1)N[C@H]1C[C@H]2C(=O)N[C@@H](COCc3ccccc3)C(=O)N2C1	0.0	-0.3	-2	1
Clc1ccc(Cn2nnc(-c3ccccc3)n2)cc1Cl	-0.1	0.4	1	-10
CC1CCc2c(sc(N)c2C(=O)c2ccccc2)C1 (stereo not given)	-0.3	0.3	9	-8
O=C(NN(c1ccccc1)c1ccccc1)C(O)c1ccccc1 (stereo not given)	0.2	-0.1	7	6
O=C(Nc1ccc(OC(F)(F)F)cc1)c1cnn2c1NC(c1cccs1)CC2C(F)(F)F (stereo not given)	0.1	0.1	-8	-5
CCN1C(=O)c2cccc3c(NC(=O)c4ccc(OC)cc4OC)ccc1c23	-0.1	-1.0	-9	-5
O=C(O)c1ccc(NC(=O)c2ccc3c(c2)C(=O)N(c2ccc([N+](=O)[O-])cc2)C3=O)cc1	0.0	0.2	9	7
COc1ccc(NC(=O)CC2CCCCC2)cc1OC	0.0	1.5	-4	10
C=COCCNC(=O)C(=O)Nc1ccc(OC)cc1	0.3	-0.7	-17	-22
Cc1cc(CNC(=O)c2cn(C3CCCCC3)cc(C(=O)NCC(C)C)c2=O)on1	0.1	0.0	-47	9
CCOC(=O)c1c(NC(=S)SC)sc(C(=O)Nc2cccc(Cl)c2)c1C	0.1	1.2	-31	5
CCOc1ccccc1NC(=O)COc1ccccc1[N+](=O)[O-]	-0.2	1.8	2	2
COc1ccc(-c2noc(-c3ccc(Cl)cc3[N+](=O)[O-])n2)cc1OC	-0.1	-1.9	-53	-21
O=C1CC(CC(=O)N2CC3CCC2C3)(c2ccccc2)C(=O)N1Cc1cccnc1 (stereo not given)	0.0	-0.3	9	16
S=C(NCCN1CCOCC1)N/N=C/c1ccccc1Br	-0.2	-0.9	-5	-5
Nc1ncnc2nc(SCCOc3ccccc3F)[nH]c12	-0.1	0.9	-2	6
O=C(O)c1ccc(-c2cc([N+](=O)[O-])ccc2F)o1	-0.1	-0.1	-1	0
CCOC(=O)CNc1cccc(NCC(=O)OCC)c1	-0.3	-0.4	-1	-17
COC(=O)c1ccc2c(=O)n(Nc3ccc([N+](=O)[O-])cc3)c(=S)[nH]c2c1	0.1	-0.8	-12	4
O=S(=O)(c1cccc2nsnc12)N1CCN(c2ccccn2)CC1	0.7	0.8	-10	-7
O=C(NN1C(=O)c2ccc(C(=O)c3cccc([N+](=O)[O-])c3)cc2C1=O)c1ccncc1	-0.4	1.8	0	-2
O=C(CSc1nccn1-c1ccc(Cl)cc1)Nc1ccc2c(c1)OCCO2	-0.6	0.5	-1	6
Cc1ccc(N=Cc2nc(-c3cccc4ccccc34)oc2O)cc1Cl	0.0	0.4	-3	12
O=C1c2cccc3c([N+](=O)[O-])ccc(c23)N1c1ccccc1	0.1	-0.4	-3	5

A different layout for part of the listing above:
Values run as follows: FBW7 act, GPR151 activ, TEAD-YAP inh, MITF inh
> CCOc1cc(C2C3=C(CCCC3=O)NC3=C2C(=O)CCC3)cc(Cl)c1OCc1ccccc1F
  -0.1, -0.1, 5, -8
> O=C(NCc1cccc(F)c1)N[C@H]1C[C@H]2C(=O)N[C@@H](COCc3ccccc3)C(=O)N2C1
  0.0, -0.3, -2, 1
> Clc1ccc(Cn2nnc(-c3ccccc3)n2)cc1Cl
  -0.1, 0.4, 1, -10
> CC1CCc2c(sc(N)c2C(=O)c2ccccc2)C1 (stereo not given)
  -0.3, 0.3, 9, -8
> O=C(NN(c1ccccc1)c1ccccc1)C(O)c1ccccc1 (stereo not given)
  0.2, -0.1, 7, 6
> O=C(Nc1ccc(OC(F)(F)F)cc1)c1cnn2c1NC(c1cccs1)CC2C(F)(F)F (stereo not given)
  0.1, 0.1, -8, -5
> CCN1C(=O)c2cccc3c(NC(=O)c4ccc(OC)cc4OC)ccc1c23
  -0.1, -1.0, -9, -5
> O=C(O)c1ccc(NC(=O)c2ccc3c(c2)C(=O)N(c2ccc([N+](=O)[O-])cc2)C3=O)cc1
  0.0, 0.2, 9, 7
> COc1ccc(NC(=O)CC2CCCCC2)cc1OC
  0.0, 1.5, -4, 10
> C=COCCNC(=O)C(=O)Nc1ccc(OC)cc1
  0.3, -0.7, -17, -22
> Cc1cc(CNC(=O)c2cn(C3CCCCC3)cc(C(=O)NCC(C)C)c2=O)on1
  0.1, 0.0, -47, 9
> CCOC(=O)c1c(NC(=S)SC)sc(C(=O)Nc2cccc(Cl)c2)c1C
  0.1, 1.2, -31, 5
> CCOc1ccccc1NC(=O)COc1ccccc1[N+](=O)[O-]
  -0.2, 1.8, 2, 2

Source: PubChem BioAssay
